# Screens from PubChem BioAssay.
# tim10-1 inh = growth inhibitors of tim10-1 mutant yeast, primary screen, luminescence, uHTS; inhibition, % at 20 µM; hit rate 2.2% among 330,000; S. cerevisiae tim10-1 ts strain growth, BacTiter-Glo, 24 h;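 active = inhibition of at least 40%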;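 also: mutant grown at 25 °C; 0% = DMSO wells with yeast and 100% = wells holding no yeast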
# hIAP block = human IAP inhibitors, primary screen, biochemical, luminescence, uHTS | Intestinal-type alkaline phosphatase (Homo sapiens), P09923 | inhibition, % at 10 µM | hit rate 0.12% among 330,000 | purified IAP, CDP-Star luminescence, 30 min | AID 2544, 2010;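 active = inhibition reaching a set limit with compound at 10 µM in the primary screen, cut at about 35% in these data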;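 also: plate controls were DMSO wells with enzyme for no effect and no-enzyme buffer wells for full effect; values of inactives mirror those of a sister screen read the other way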
# TIM10 inh = growth inhibitors of isogenic TIM10 control yeast, primary screen, counter-screen for tim10-1 yeast inhibitor project, luminescence, uHTS; S. cerevisiae TIM10 strain growth, BacTiter-Glo luminescence, 24 h; inhibition, % at 10 µM; hit rate 1.4% among 330,000; AID 463195, 2010;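 active = inhibition of 40% or more at the single tested concentration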;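 also: wild-type TIM10 isogenic control strain grown at permissive 25 °C; 0% = DMSO yeast wells and 100% = minimal medium wells without yeast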
# hIAP act = human IAP activators, primary screen, biochemical, luminescence, uHTS; Intestinal-type alkaline phosphatase (Homo sapiens), P09923; purified human IAP, CDP-Star luminescence, 30 min; stronger effect = higher value; 1 = vehicle-only enzyme, 0 = enzyme-free background; activation factor at 10 µM; hit rate 0.16% among 330,000;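 active = activation factor of the enzyme at least 2-fold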; also: the source names both 10 and 20 µM as test concentration; values of inactives mirror those of a sister screen read the other way
# ATG4B inhibitor = ATG4B protease inhibitors, primary screen, biochemical, fluorescence, uHTS | Cysteine protease ATG4B (Homo sapiens), Q9Y4P1 | ATG4B cleavage of LC3-PLA2, NBD-HPC fluorescence, 1 h | inhibition, % at 8.33 µM | hit rate 0.51% among 340,000 | AID 504462, 2011; in the data active = inhibition above about 40%
# Apaf1 inhib = inhibitors of human Apaf-1 apoptosome, primary screen, biochemical, DEVD-Rh110 fluorescence, uHTS | reconstituted apoptosome caspase-3 activity | Apoptotic protease-activating factor 1 (Homo sapiens), O14727 | inhibition, % at 20 µM | hit rate 0.71% among 330,000; active = inhibition of at least 40% at 20 µM;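 also: plate controls were DMSO wells for no effect and DEVD-CHO caspase inhibitor wells for full effect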
# Target sequence (O14727 whole entry, looked up): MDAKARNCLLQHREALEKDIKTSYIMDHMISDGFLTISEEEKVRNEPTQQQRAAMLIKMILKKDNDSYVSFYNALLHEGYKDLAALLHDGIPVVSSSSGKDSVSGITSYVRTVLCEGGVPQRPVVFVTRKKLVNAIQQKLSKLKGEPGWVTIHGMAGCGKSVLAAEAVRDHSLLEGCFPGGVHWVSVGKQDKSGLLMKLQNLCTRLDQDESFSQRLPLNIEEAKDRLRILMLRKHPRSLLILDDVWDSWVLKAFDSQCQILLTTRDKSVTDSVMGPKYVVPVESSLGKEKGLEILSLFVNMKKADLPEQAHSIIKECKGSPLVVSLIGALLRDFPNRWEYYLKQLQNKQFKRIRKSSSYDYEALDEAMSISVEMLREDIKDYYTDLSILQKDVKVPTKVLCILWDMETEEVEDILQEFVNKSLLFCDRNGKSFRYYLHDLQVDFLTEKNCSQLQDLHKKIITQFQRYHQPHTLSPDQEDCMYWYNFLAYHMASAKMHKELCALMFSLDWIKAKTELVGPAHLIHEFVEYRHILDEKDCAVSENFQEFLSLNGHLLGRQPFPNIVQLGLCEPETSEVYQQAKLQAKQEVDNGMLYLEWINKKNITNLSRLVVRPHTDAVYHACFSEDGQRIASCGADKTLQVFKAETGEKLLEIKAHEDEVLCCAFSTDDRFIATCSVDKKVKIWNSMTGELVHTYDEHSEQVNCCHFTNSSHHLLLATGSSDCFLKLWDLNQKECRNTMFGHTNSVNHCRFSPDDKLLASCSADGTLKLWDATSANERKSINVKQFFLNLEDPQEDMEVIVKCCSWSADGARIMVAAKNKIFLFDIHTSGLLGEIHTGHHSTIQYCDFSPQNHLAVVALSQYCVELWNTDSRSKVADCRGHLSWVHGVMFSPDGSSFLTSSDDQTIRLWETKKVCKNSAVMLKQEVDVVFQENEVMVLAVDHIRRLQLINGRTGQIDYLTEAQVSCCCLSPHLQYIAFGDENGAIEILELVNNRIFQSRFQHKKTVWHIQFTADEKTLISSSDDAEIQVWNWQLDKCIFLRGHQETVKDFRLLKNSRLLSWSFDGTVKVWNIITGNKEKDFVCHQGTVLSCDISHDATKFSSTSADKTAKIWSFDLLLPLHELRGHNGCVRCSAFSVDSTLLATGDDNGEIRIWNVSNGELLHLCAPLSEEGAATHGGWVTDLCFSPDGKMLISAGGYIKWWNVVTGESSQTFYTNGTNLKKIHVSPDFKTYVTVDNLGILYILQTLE
#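 detection = Rh110 fluorescence intensity | test system = biochemical Apaf-1 apoptosome reconstitution | also added = cytochrome c and DEVD-Rh110 substrate | schedule = 30 min plus 50 min, RT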
# mIAP block = inhibitors of mouse IAP, primary screen, biochemical, luminescence, uHTS; intestinal alkaline phosphatase [Mus musculus]; hit rate 0.2% among 330,000; AID 2806, 2010; purified mouse IAP, CDP-Star luminescence, 30 min; inhibition, % at 10 µM;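 active = inhibition of at least 40% at 10 µM in the primary screen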;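 also: plate controls were DMSO with enzyme for no effect and no enzyme wells for full effect; values of inactives mirror those of a sister screen read the other way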
# mIAP act = activators of mouse IAP, primary screen, biochemical, luminescence, uHTS | intestinal alkaline phosphatase [Mus musculus] | muIAP, CDP-Star luminescence, 30 min; stronger effect = higher value; 1 = vehicle-only enzyme signal, 0 = enzyme-free wells | activation factor at 10 µM | hit rate 0.24% among 330,000;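 active = activation factor of at least 2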; also: the source names both 10 and 20 µM as test concentration; values of inactives mirror those of a sister screen read the other way
#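 System: mouse IAP enzyme. Reagent: CDP-Star chemiluminescent phosphatase substrate. Benchmarks: DMSO wells, no-enzyme wells. Times: 30 min enzyme-substrate-compound incubation at room temperature. Detection: luminescence from enzymatic CDP-Star hydrolysis. Doses: test compounds delivered from DMSO solution.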
# NLRP3 yeast inh = NALP3 inflammasome inhibitors in reconstituted yeast, primary screen, luminescence, uHTS; Yeast reconstituted NLRP3/ASC/caspase-1, beta-gal luminescence, 24 h; inhibition, % at 10 µM; hit rate 0.39% among 330,000;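 active = inhibition of 50% or more; inactive = inhibition below 50%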;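 also: plate controls were induced DMSO wells for no effect and uninduced yeast grown without galactose for full effect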
# The depositor's hits bear a star; x = no result given. Hits appear at their usual frequency; 4.5% or so of the library scored in one or more.
# Preview:
SMILES,tim10-1 inh,hIAP block,TIM10 inh,hIAP act,ATG4B inhibitor,Apaf1 inhib,mIAP block,mIAP act,NLRP3 yeast inh
Cc1ccc(S(=O)(=O)N2[C@@H](c3ccc(Cl)c(Cl)c3)C(C(=O)O)=C[C@H]2C(C)(C)C)cc1,22,-1,22,1,6,-4,10,0.9,17
COc1ccc(NC(=O)CN(C)C2CCCCC2)c([N+](=O)[O-])c1,-12,3,-5,0.97,35,1,9,0.91,5
Cc1cc(NC(=O)CSCC(=O)Nc2nc3ccccc3[nH]2)no1,-22,-4,-13,1,-2,-11,12,0.88,9
COc1ccccc1CN(C)C(=O)CN1CCN(CC(=O)Nc2ccccc2Cl)CC1,4,-2,13,1,-4,7,6,0.94,6
O=C(c1ccc(F)cc1)c1cn[nH]c1-c1ccccc1O,20,-42,21,1.4,-2,-8,9,0.91,3
COCCn1nnnc1CN1CCC(NC(=O)c2ccc(Br)cc2)CC1,6,-1,-3,1,-3,-5,2,0.98,15
CCC(=O)Nc1cccc(C(=O)Nc2nccs2)c1,8,13,9,0.87,1,-12,-3,1,-12
CCN1C(=O)CC(C(=O)Nc2ccc(F)cc2)SC1=Nc1ccc2c(c1)OCO2 (stereo not given),10,-3,18,1,-6,15,-6,1.1,9
O=C1c2ccsc2SCCN1Cc1c(F)cccc1Cl,21,13,1,0.87,20,9,3,0.97,47
OC(c1ccccc1)(c1ccc(F)cc1)C(c1ccccc1)N1CCOCC1 (stereo not given),30,-6,34,1.1,-7,12,5,0.95,12
Cc1ccc(C2CC2C(=O)NNC(=S)Nc2cccc(Cl)c2)cc1 (stereo not given),35,-70,18,1.7,20,3,4,0.96,5

# The listing, from the start:
SMILES,tim10-1 inh,hIAP block,TIM10 inh,hIAP act,ATG4B inhibitor,Apaf1 inhib,mIAP block,mIAP act,NLRP3 yeast inh
Cc1ccc(S(=O)(=O)N2[C@@H](c3ccc(Cl)c(Cl)c3)C(C(=O)O)=C[C@H]2C(C)(C)C)cc1,22,-1,22,1,6,-4,10,0.9,17
COc1ccc(NC(=O)CN(C)C2CCCCC2)c([N+](=O)[O-])c1,-12,3,-5,0.97,35,1,9,0.91,5
Cc1cc(NC(=O)CSCC(=O)Nc2nc3ccccc3[nH]2)no1,-22,-4,-13,1,-2,-11,12,0.88,9
COc1ccccc1CN(C)C(=O)CN1CCN(CC(=O)Nc2ccccc2Cl)CC1,4,-2,13,1,-4,7,6,0.94,6
O=C(c1ccc(F)cc1)c1cn[nH]c1-c1ccccc1O,20,-42,21,1.4,-2,-8,9,0.91,3
COCCn1nnnc1CN1CCC(NC(=O)c2ccc(Br)cc2)CC1,6,-1,-3,1,-3,-5,2,0.98,15
CCC(=O)Nc1cccc(C(=O)Nc2nccs2)c1,8,13,9,0.87,1,-12,-3,1,-12
CCN1C(=O)CC(C(=O)Nc2ccc(F)cc2)SC1=Nc1ccc2c(c1)OCO2 (stereo not given),10,-3,18,1,-6,15,-6,1.1,9
O=C1c2ccsc2SCCN1Cc1c(F)cccc1Cl,21,13,1,0.87,20,9,3,0.97,47
OC(c1ccccc1)(c1ccc(F)cc1)C(c1ccccc1)N1CCOCC1 (stereo not given),30,-6,34,1.1,-7,12,5,0.95,12
Cc1ccc(C2CC2C(=O)NNC(=S)Nc2cccc(Cl)c2)cc1 (stereo not given),35,-70,18,1.7,20,3,4,0.96,5
O=c1ccc(OCCOc2ccccc2)nn1-c1ccccc1,9,21,5,0.79,-4,5,-4,1,9
Cc1cc(NC(=O)CSc2nnc3c(C)cc4c(C)ccc(C)c4n23)no1,15,-5,20,1,-4,-5,11,0.89,12
Cc1ccc(-n2c(C)cc(C(=O)COC(=O)c3ccc[nH]c3=O)c2C)cc1,-41,12,-5,0.88,18,-2,2,0.98,37
O=C(CN1CCN(C(=O)c2ccccc2)CC1)Nc1ccccc1,15,1,-5,0.99,2,4,-4,1,13
O=C(COC(=O)CCOc1ccccc1)Nc1cc(S(=O)(=O)N2CCCCC2)ccc1Cl,46*,12,26,0.89,-7,16,1,0.99,16
CCOC(=O)c1[nH]c(C)c(/C(O)=C2\C(=O)C(=O)N(CCCn3ccnc3)C2c2ccncc2)c1C (stereo not given),-13,-3,-12,1,4,-2,-6,1.1,29
CC1=C(C(=O)OCC(C)C)C(c2cc3c(cc2Br)OCO3)NC(=O)N1C (stereo not given),2,-6,0,1.1,-1,14,6,0.94,0
C=CCn1c(SCC(=O)Nc2ccc(F)cc2)nc2cc(C(=O)O)ccc2c1=O,-1,-24,4,1.2,1,13,7,0.93,12
CCS(=O)(=O)N1Cc2ccccc2CC1C(=O)NCCc1ccccc1 (stereo not given),10,-12,-25,1.1,-7,10,4,0.96,23
COc1ccc(NC(=O)n2nc(OC(=O)c3cccs3)cc2N)cc1,-32,-4,10,1,-4,1,3,0.97,11
COc1cc(C2=NOC(C(=O)NCc3cccnc3)C2)cc(OC)c1OC (stereo not given),3,-13,-16,1.1,0,2,-9,1.1,10
Cc1[nH]ccc(=O)c1OCc1ccccc1,2,10,5,0.9,-2,-4,7,0.93,1
Cc1ccc(S(=O)(=O)NCC(=O)OCc2nnc(-c3ccccc3)o2)cc1,-1,20,2,0.8,0,3,10,0.9,2
O=c1cc(-c2ccccc2)nc2n1Cc1ccccc1-2,14,0,19,0.99,-10,3,8,0.92,15
Cc1n[nH]c(=S)n(NC(=O)CC(=O)Nn2c(=S)[nH]nc(C)c2=O)c1=O,-23,7,5,0.93,0,-7,-5,1.1,-22
COc1ccccc1-c1nc(C#N)c(N2CCC(C(N)=O)CC2)o1,16,-9,-13,1.1,1,1,-7,1.1,14
CCOc1ccc(Br)cc1S(=O)(=O)N1CCSC1,-17,-16,-9,1.2,-8,14,-2,1,5
Cc1nn(C)c(-c2n[nH]c(=S)n2Cc2ccco2)c1Cl,0,-7,-3,1.1,6,5,9,0.91,6
O=C(COc1cccnc1[N+](=O)[O-])Nc1c(Cl)cccc1Cl,-8,-1,2,1,0,6,-10,1.1,3
CCC(C)NC(=O)c1cc(-c2cccs2)nc2ccccc12 (stereo not given),6,-12,6,1.1,-4,8,0,0.99,21
CCN1CCc2c(OCc3ccc(C(=O)OC)o3)cccc2C1=O,5,-5,3,1.1,-7,-9,-8,1.1,23
Cc1ccnc(NC(=O)CSc2nnc3c(n2)[nH]c2ccccc23)c1,-3,-2,9,1,x,2,10,0.91,1
N#Cc1cc(C(=O)c2cc(Br)ccc2O)cn(C2CC2)c1=O,27,0,0,1,-3,18,-1,1,6
COc1ccc2nc3oc(C(=O)N4CCN(c5cccc(Cl)c5)CC4)cc3cc2c1,60*,20,63*,0.8,-10,11,0,1,12
C/C(=N/NC(=O)CNC(=O)c1ccco1)c1ccc(Cl)cc1,17,-11,8,1.1,-6,2,-1,1,14
O=C(NC(=O)c1cccc(F)c1)OC[C@@H]1CCCN2CCCC[C@H]12,-3,6,-3,0.94,-9,5,1,0.99,21
Cc1cc(O)cc(O)c1C(=O)Cc1cscn1,-1,-2,1,1,-6,-1,2,0.98,14
CCCCN(Cc1cc2cc(OC)ccc2[nH]c1=O)C(=O)c1ccccn1,1,3,-5,0.97,-5,5,-5,1.1,25
O=c1cc2c(nn1Cc1cccc(Cl)c1)-c1ccccc1CC2,26,4,33,0.96,-4,7,12,0.88,32
Cc1cc(=O)oc2cc(OCCSc3nnc(-c4ccccc4)o3)ccc12,8,20,14,0.8,-1,7,4,0.96,12
CC1CCC(NC(=O)C2CCN(C(=O)Nc3ccccc3)CC2)CC1 (stereo not given),19,9,2,0.91,-1,-2,-2,1,3
O=c1[nH]cnc2sc(-c3ccccc3)cc12,2,-14,8,1.1,-3,-16,7,0.93,25
CCCCN(C)CCCNC(=O)C1CC(=O)N(Cc2ccc(OC)cc2)C1 (stereo not given),6,-24,-4,1.2,1,8,-7,1.1,9
CCCCCCCc1n[nH]c(=S)n1Cc1ccccc1,20,17,15,0.83,1,-2,2,0.98,43
O=C(CCC(=O)Nc1ccc(F)cc1)N/N=C/c1ccc(O)cc1,-1,-7,10,1.1,-4,3,3,0.97,2
CCOC(=O)c1ccccc1NC1OC(=O)c2ccccc21 (stereo not given),7,6,5,0.94,2,-6,5,0.95,11
O=C(CSc1nnnn1-c1ccccc1)Nc1ccc(N2CCOCC2)cc1,19,-1,3,1,-7,-4,4,0.96,0
CCOC(=O)C1CCN(C(=O)c2ccc(Br)o2)CC1,5,-20,-9,1.2,-2,12,4,0.96,-4
CN(C)C=Nc1nc2ccccc2nc1N1CCCC1,7,-2,6,1,-5,3,10,0.91,10
CCCCn1c(N)c(N(CCOC)C(=O)CSc2nnc(-c3ccncc3)n2CCC)c(=O)[nH]c1=O,1,0,-4,0.99,-9,-5,2,0.98,7
C/C(=N\S(=O)(=O)c1ccc(C)cc1)NC(=S)Nc1ccccc1,11,11,14,0.89,-2,2,2,0.98,0
COc1cccc(N2C(=NC(=O)C3CCCO3)SC3CS(=O)(=O)CC32)c1 (stereo not given),4,-5,14,1,9,12,3,0.97,8
O=S(=O)(c1ccc(Cl)cc1)c1nc(-c2ccco2)oc1N1CCCCC1,26,14,0,0.86,10,16,-9,1.1,23
O=C(Cn1cnc2c(cnn2-c2ccccc2)c1=O)OCc1ccccc1,18,3,14,0.97,-11,21,-7,1.1,0
COc1ccc(C(=O)Nn2c(SCC(=O)c3ccccc3)nc3ccccc3c2=O)cc1,0,-6,-12,1.1,0,14,4,0.96,1
Cc1cc(C)n(CC(=O)NNC(=O)C2CC(=O)N(Cc3ccccc3Cl)C2)n1 (stereo not given),11,-65,10,1.7,-1,0,1,0.99,1
CCOC(=O)CCC(NC(=O)c1ccc(NCN2C(=O)c3ccccc3C2=O)cc1)C(=O)OCC (stereo not given),-9,22,-4,0.78,-4,3,3,0.97,-3
O=C(O)CSc1nc2ccccc2n1C1CCCCC1,-6,-1,-9,1,7,-8,-11,1.1,-3
